Source: PubChem
Artemis endo inh: Artemis (human) endonuclease inhibition; inhibition, % at 10 µM; 30,000 compounds, 0.78% hits; recombinant Artemis, quenched FAM hairpin cleavage fluorescence; Q96SD1;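 active = at 10 µM dose, at least 30% inhibition, measured as corrected fluorescence normalized to stimulator and neutral control wells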
Target sequence (Q96SD1 whole entry, looked up): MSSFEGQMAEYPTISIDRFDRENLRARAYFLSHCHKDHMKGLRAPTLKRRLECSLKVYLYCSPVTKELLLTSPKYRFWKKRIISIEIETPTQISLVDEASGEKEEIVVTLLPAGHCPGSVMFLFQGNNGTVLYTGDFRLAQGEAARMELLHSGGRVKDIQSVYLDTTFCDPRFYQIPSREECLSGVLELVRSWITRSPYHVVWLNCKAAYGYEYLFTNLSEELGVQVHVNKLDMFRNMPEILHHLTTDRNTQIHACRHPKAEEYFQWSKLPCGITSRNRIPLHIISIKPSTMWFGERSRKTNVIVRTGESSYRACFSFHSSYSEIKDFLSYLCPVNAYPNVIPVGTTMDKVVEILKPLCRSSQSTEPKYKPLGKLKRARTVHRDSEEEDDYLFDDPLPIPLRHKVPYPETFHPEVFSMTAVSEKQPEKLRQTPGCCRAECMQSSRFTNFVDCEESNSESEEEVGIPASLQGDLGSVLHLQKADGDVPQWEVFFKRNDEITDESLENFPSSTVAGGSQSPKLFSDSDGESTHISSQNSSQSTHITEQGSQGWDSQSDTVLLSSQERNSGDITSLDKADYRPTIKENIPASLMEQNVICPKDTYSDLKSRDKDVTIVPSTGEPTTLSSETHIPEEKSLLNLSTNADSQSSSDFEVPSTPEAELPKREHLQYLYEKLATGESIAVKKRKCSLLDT
Starred values were filed as active, the others as inactive.

SMILES	Artemis endo inh
CC(C)Cc1nc2n[nH]c(N)c2c2c1CCCC2	4
CC/C(=N\NC(=O)c1csc(C)c1C)c1cccs1	2
COc1ccc(CNC(=O)c2cnn3c(C(F)F)cc(C)nc23)cc1	-6
CCOC(=O)C1=C(C)NC(=O)NC1	0
C(=N\n1cnnc1)/C1CCCCC1	-4
Cc1nc2ccc(S(=O)(=O)NCC(=O)N3CCC(N4CCCCC4)CC3)cc2s1	1
O=C(Nc1ccc(S(=O)(=O)N2CCCCC2)cc1)c1ccc(CN2CCc3ccccc3C2)cc1	12
CCOc1ccc2c(c1)N(C(=O)CN1C(=O)CCC1=O)C(C)(C)C=C2C	11
O=C1CSC(=Nc2ccccc2)N1	7
COC(=O)CC1=NC(=O)CS1	4
CCCCCOCC1CC(C/C(C)=N/Nc2nc(-c3ccccc3)cs2)C(=O)O1 (stereo unspecified)	7
Cc1cc(SCC(=O)c2ccccc2)nc(C)n1	-3
CS(=O)(=O)N(CC(=O)Nc1ccc2c(c1)OCO2)Cc1ccc(Cl)cc1	0
CC1(C)Cc2c(C#N)c(SCC(=O)c3ccccc3)nc(N3CCOCC3)c2CS1	15
O=C(Cc1ccc(S(=O)(=O)N2CCOCC2)s1)Nc1nc2c(s1)CCCC2	10
Cc1onc(-c2ccccc2)c1C(=O)N1CCOCC1	-1
O=c1cnnc(NCc2ccccc2)[nH]1	0
N#Cc1ccccc1CN1C(=O)S/C(=C/c2cccn2-c2cccc(C(=O)O)c2)C1=O	29
CC(C)c1ccc(C(=O)CSc2n[nH]c(-c3ccncc3)n2)cc1	-7
CCOC(=O)c1cc(NC(=O)Nc2ccc(OC)c(OC)c2)c(C)nc1C	-3
CC(C)(C)n1ncc2c(=O)n(CC(=O)c3ccc(Cl)cc3)cnc21	10
Cn1c(CCCCCN)nc2ccccc21	3
O=C(CCn1nc(-c2ccc(Cl)cc2)ccc1=O)N1CCOCC1	0
Cn1c2ccccc2c2c(C(=O)NCCCN3CCCC3=O)cn(C3CCCCC3)c(=O)c21	0
N#C/C=C1/NC(=O)c2ccccc2S1	22
Cc1cc(Cl)ccc1OCC(=O)Nc1ccccc1CO	-5
CCOC(=O)C1=C(CC)Nc2ccccc2N=C1NC(=O)Nc1ccc(Cl)c(Cl)c1	15
CCCc1cc(=O)oc2c(CN3CCCC3)c(O)ccc12	-2
CCOC(=O)CNC(=O)CSc1ncnc2c1cnn2-c1ccc(C)cc1	-4
CCOC(=O)N1CCN(C(=O)CSc2nc3ccccc3c(=O)n2-c2ccccc2)CC1	8
COc1ccc(S(=O)(=O)N2CCN(C(=O)c3c(C)nn(-c4ccccc4)c3Cl)CC2)cc1	-10
CC(=O)N1CCN(c2nc(CC(C)C)c3c(c2C#N)CCC3)CC1	11
CCn1c(SCC(=O)Nc2cc(C)on2)nnc1-c1ccco1	5
CCCOc1ccc(/C(O)=C2/C(=O)C(=O)N(c3cc(C)on3)C2c2ccc(C(=O)OC)cc2)cc1 (stereo unspecified)	16
COc1ccc(Cn2nnnc2C(c2ccccc2Cl)N2CCN(C3CCCC3)CC2)cc1 (stereo unspecified)	-3
COc1cc(CNCCSc2nnnn2C)cc(Br)c1OCc1ccccc1F	-5
Cc1noc(C)c1C(=O)NCc1ccccc1	-13
COc1cccc(C(=O)N2CCN(C3CCC(c4ccccc4)CC3)CC2)c1OC (stereo unspecified)	-2
CC(=O)c1c(C)nc(-c2ccc(Cl)cc2Cl)n1O	4
O=C(c1ccc(Cl)cc1)N1CCC(O)(CSc2ccccc2)CC1	3
Cc1nc2nc(Cc3ccccc3)[nH]n2c(=O)c1Cl	4
COc1ccc(NC(C)=O)cc1NC(C)C(=O)Nc1ccc(F)c(F)c1F (stereo unspecified)	-7
N#CC1=C(N)Oc2n[nH]c(-c3ccccc3)c2C1c1ccsc1 (stereo unspecified)	10
CCC(=O)N(Cc1cc(=O)[nH]c2ccccc12)c1cccc(C)c1	0
CCn1c(=N)n(CC(=O)C23CC4CC(CC(C4)C2)C3)c2ccccc21	2
COC(=O)c1[nH]c2cccc(OC)c2c1NC(=O)CN1CCN(c2cccc(OC)c2)C(C)C1 (stereo unspecified)	-1
O=C(CSc1nnc(NC(=O)CN2CCOCC2)s1)Nc1ccccc1	-4
CCOC(=O)c1cnn(-c2ncnc3sc(CC)cc23)c1N	5

Already shown: entries from further up.
SMILES	Artemis endo inh
O=C(CSc1nnc(NC(=O)CN2CCOCC2)s1)Nc1ccccc1	-4
CCOC(=O)c1cnn(-c2ncnc3sc(CC)cc23)c1N	5

Remaining list, next part
SMILES	Artemis endo inh
CC(=O)/C(=C/N(C)C)Sc1ccc(C)cc1	-5
Clc1ncc(CN2CCN(Cc3ccccc3)CC2)s1	-11
CCCCNC(=O)OCCNC(=O)Oc1cccc(C)c1	-4
Cc1cccc(NC2=NC(C)(C)N=C(N)N2)c1C	1
Cc1ccc(S(=O)(=O)/N=C(/Nc2c(C)n(C)n(-c3ccccc3)c2=O)c2ccc(Cl)cc2)cc1	-7
CC(=O)Nc1ccc(N2C(=O)CC(N3CCN(Cc4ccc5c(c4)OCO5)CC3)C2=O)cc1 (stereo unspecified)	-10
CCCCn1nnnc1SCC(=O)N1CCN(C(=O)c2ccco2)CC1	-2
O=c1c2ccccc2c(C=Nc2cccc(O)c2)c(O)n1-c1ccc2c(c1)OCO2	7
COc1ccc2cc3cc(C(=O)NCc4ccccn4)oc3nc2c1	7
COc1nc(Nc2ccc(-c3nc4ccccc4o3)cc2)nc(N2CCOCC2)n1	0
CC(=O)N1N=C(c2ccncc2)OC12CCCC2	-1
COc1ccc(C(=O)n2nc(-c3ccccc3)nc2N)cc1OC	2
CC(C)CCNC(=O)C(c1ccco1)N(CC1CCCO1)C(=O)Cn1nnc2ccccc21 (stereo unspecified)	7
Cc1cc(N2CCN(c3ccccc3)CC2)nc(-c2ccccc2)n1	2
CC1CCCCN1C(=O)c1cnn2c(C(F)(F)F)cc(-c3ccco3)nc12 (stereo unspecified)	-1
CCOc1ccc(/C=C/C(=O)c2c(O)c3ccccc3oc2=O)cc1	18
COCCn1c(SCC(=O)Nc2ccc(S(=O)(=O)N(C)C)cc2)nc2ccccc21	6
O=C1NC(=O)C2C1C(c1ccccc1)N1C3C(=O)NC(=O)C3C(c3ccccc3)N21 (stereo unspecified)	-5
CCCOC(=O)NC(CC)COC(=O)Nc1cccc(C)c1C (stereo unspecified)	2
CC(=O)c1cc(F)c(N2CCN(CCC#N)CC2)cc1C	-1
Cn1nc(C(=O)Nc2cccc(C(F)(F)F)c2)ccc1=O	3
Cc1[nH]nc2c1C(c1cccc(OC(=O)N3CCOCC3)c1)C(C#N)=C(N)O2 (stereo unspecified)	-13
O=C(c1ccccc1)c1sc(N2CCCCCC2)nc1-c1ccccc1	10
CCOC(=O)Cn1c(=O)c2c(nc(N3CCCCC3)n2C)n(C)c1=O	-2
COc1ccc2c(c1)c(N=O)c(O)n2C	-12
Nc1nonc1-c1nc2ccccc2n1CC(=O)N1CCN(c2ccc(F)cc2)CC1	0
CCCCN(C(=O)Cc1cccs1)c1nnc(-c2cccnc2)s1	-2
CCC1CCCN1Cn1cnc2c([nH]c3ccccc32)c1=O (stereo unspecified)	0
OCCN1CCN(c2nc(-c3ccccc3)nc3c2oc2ccccc23)CC1	3
CC(c1ccco1)N(C(=O)c1ccc(S(=O)(=O)N2CCCCC2)cc1)c1ccccn1 (stereo unspecified)	-1
CNC(=O)c1sc(SC)cc1-c1ccc(Cl)cc1	-5
COc1ccccc1CN1CCCC(C(=O)N(C)Cc2ccccc2)C1 (stereo unspecified)	-6
COc1cccc(CNC(=O)C2CCN(S(=O)(=O)c3ccc(F)cc3)CC2)c1	-2
COC(=O)C1=C(C)Nc2nnnn2C1c1ccc(Cl)cc1Cl (stereo unspecified)	1
CN(C(=O)CSc1nnc(Cc2cccc3ccccc23)n1N)C1CCS(=O)(=O)C1 (stereo unspecified)	0
CCOC(=O)/C=C1\SCC(=O)N1Cc1nnc(-c2ccccc2Br)o1	5
Cn1c(=O)c2c(ncn2CC(=O)N2CCN(c3ccc(F)cc3)CC2)n(C)c1=O	10
Nn1c(SCC(=O)N2CCN(S(=O)(=O)c3ccc(Cl)cc3)CC2)nnc1-c1cccs1	7
CC(=O)c1cc(F)c(N2CCN(C(=O)COc3ccccc3F)CC2)cc1C	6
O=C(Nc1ccc2oc(-c3ccncc3)nc2c1)c1c(F)c(F)c(F)c(F)c1F	-5
Cc1ccc(S(=O)(=O)NCc2ccc(C(=O)N3CCN(c4ccccn4)CC3)cc2)cc1	3
CCn1c(CSc2nccn2C)nc2cc(C(=O)O)ccc21	6
COc1cccc(NC(=O)C(NCC2CCCCC2)c2ccccc2)c1 (stereo unspecified)	0
N#Cc1ccccc1NC(=O)COC(=O)c1ccc2c(c1)OCCO2	0
CC(=O)N1CCN(Cc2nc3cc(NC(=O)c4ccccc4)ccc3n2C)CC1	2
COCc1cc(C)nc(SCC(=O)Nc2ccccc2C)c1C#N	9
O=C(c1ccccc1)c1ccc(C(=O)N2CCOCC2)cc1	-1
CCOC(=O)c1nnn(-c2nonc2N)c1-c1cccc2ccccc12	-3
Cc1ccc(N(CC(=O)Nc2ccc3c(c2)OCCO3)S(=O)(=O)c2c(C)noc2C)cc1	3
CCOC(=O)c1ccc(NS(=O)(=O)N2CCCCCC2)cc1	5
Clc1cc(Cl)cc(CSc2nnc(-c3sccc3-n3cccc3)o2)c1	-3
Cc1ccc(NC(=O)c2cc(NC(=O)c3ccco3)ccc2N2CCCCC2)cc1	-5
Cc1cccc(NC(=O)CSc2nnc(-c3ccccc3Br)o2)c1C	-3
Cc1ccc(Cl)cc1NC(=O)CCn1cccc1	5
CCCS(=O)(=O)N1CCCC(C(=O)NC2CCCC(C)C2C)C1 (stereo unspecified)	2
CCCOC(=O)c1ccc(NC(=O)c2cnccn2)cc1	2
CCN1C(=O)c2cccc3c(S(=O)(=O)NCc4ccccn4)ccc1c23	0
CC1CN(C(=O)CN2C(=O)c3ccccc3C2=O)CC(C)O1 (stereo unspecified)	-5
COc1ccc(N2C(=O)CC(Sc3nccc(C)n3)C2=O)cc1 (stereo unspecified)	-6
O=C1c2ccccc2C(=O)N1c1ncccn1	-6
Remaining list, next part
SMILES	Artemis endo inh
Oc1ccc(-c2onc(C(F)(F)F)c2-c2cscn2)c(O)c1	-7
CCOC(=O)c1c(C)[nH]c(C(=O)CSc2ccccc2)c1C	-2
Oc1cc(Cc2ccccc2)cnc1CN1CCOCC1	6
CCCn1c(SCC(=O)c2ccc(CC)cc2)n[nH]c1=O	4

26 compounds already listed, ordered by molar mass, ascending:
SMILES	Artemis endo inh
Cn1c(CCCCCN)nc2ccccc21	3
CC(=O)N1N=C(c2ccncc2)OC12CCCC2	-1
Cc1cc(SCC(=O)c2ccccc2)nc(C)n1	-3
CC(=O)c1c(C)nc(-c2ccc(Cl)cc2Cl)n1O	4
CC(=O)c1cc(F)c(N2CCN(CCC#N)CC2)cc1C	-1
CNC(=O)c1sc(SC)cc1-c1ccc(Cl)cc1	-5
Cc1cc(Cl)ccc1OCC(=O)Nc1ccccc1CO	-5
N#CC1=C(N)Oc2n[nH]c(-c3ccccc3)c2C1c1ccsc1 (stereo unspecified)	10
CCCOC(=O)NC(CC)COC(=O)Nc1cccc(C)c1C (stereo unspecified)	2
COc1ccc(N2C(=O)CC(Sc3nccc(C)n3)C2=O)cc1 (stereo unspecified)	-6
COc1ccc2cc3cc(C(=O)NCc4ccccn4)oc3nc2c1	7
COc1cccc(NC(=O)C(NCC2CCCCC2)c2ccccc2)c1 (stereo unspecified)	0
CCN1C(=O)c2cccc3c(S(=O)(=O)NCc4ccccn4)ccc1c23	0
CC1CCCCN1C(=O)c1cnn2c(C(F)(F)F)cc(-c3ccco3)nc12 (stereo unspecified)	-1
Cc1[nH]nc2c1C(c1cccc(OC(=O)N3CCOCC3)c1)C(C#N)=C(N)O2 (stereo unspecified)	-13
CCOC(=O)CNC(=O)CSc1ncnc2c1cnn2-c1ccc(C)cc1	-4
O=C(CSc1nnc(NC(=O)CN2CCOCC2)s1)Nc1ccccc1	-4
COc1nc(Nc2ccc(-c3nc4ccccc4o3)cc2)nc(N2CCOCC2)n1	0
Clc1cc(Cl)cc(CSc2nnc(-c3sccc3-n3cccc3)o2)c1	-3
Cc1nc2ccc(S(=O)(=O)NCC(=O)N3CCC(N4CCCCC4)CC3)cc2s1	1
CC(c1ccco1)N(C(=O)c1ccc(S(=O)(=O)N2CCCCC2)cc1)c1ccccn1 (stereo unspecified)	-1
CN(C(=O)CSc1nnc(Cc2cccc3ccccc23)n1N)C1CCS(=O)(=O)C1 (stereo unspecified)	0
COCCn1c(SCC(=O)Nc2ccc(S(=O)(=O)N(C)C)cc2)nc2ccccc21	6
CC(C)CCNC(=O)C(c1ccco1)N(CC1CCCO1)C(=O)Cn1nnc2ccccc21 (stereo unspecified)	7
Cc1ccc(S(=O)(=O)/N=C(/Nc2c(C)n(C)n(-c3ccccc3)c2=O)c2ccc(Cl)cc2)cc1	-7
Nn1c(SCC(=O)N2CCN(S(=O)(=O)c3ccc(Cl)cc3)CC2)nnc1-c1cccs1	7

An excerpt; rates above refer to the full screens.
